High-throughput results as filed in PubChem.
LGR2 antag – inhibitors of bursicon-induced LGR2 CRE-luciferase signal, primary screen, cell-based, HEK293, CRE-luciferase reporter, bursicon stimulation; Drosophila bursicon receptor LGR2 (rickets); bursicon-stimulated, 4 h; inhibition, % at 9.99 µM; hit rate 0.35% among 380,000; AID 720647, 2013;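 active = drop in luminescence signal, shown as inhibition above about 50% in the replicate tests, limit read from the data, passing the limit was not always enough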;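 also: agonist challenge used bursicon conditioned medium at about half maximal strength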
esBAF inh – Bmi1 luciferase reporter increase in mESCs, primary screen, esBAF inhibitor project, mouse ES cells, Bmi1 luciferase knock-in, single point; reporter increase, % at 12.5 µM; hit rate 2% among 350,000; AID 602393, 2012; 24 h; 100% = twice the neutral-well signal; in the data active = activation above about 40%;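 also: 0% = median of the plate's neutral control wells and 100% = double that signal; a rise in the Bmi1 reporter signal indicates esBAF inhibition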
FN deposit inh – inhibitors of fibronectin matrix deposition, primary screen, AH1F cells, Alexa488-fibronectin fluorescence, plate reader; AH1F fibroblasts, overnight; inhibition, % at 12.6 µM; hit rate 0.086% among 350,000;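 active = mean inhibition across replicates of 30% or more, regardless of how many single replicates reach that level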;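 also: positive control wells lacked labelled fibronectin entirely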
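Material: AH1F fibroblast monolayer depositing Alexa488-labelled fibronectin into matrix | Input: 10000 AH1F cells/well | Medium: DMEM plus 2% serum, read in PBS | Reagent: Alexa488-fibronectin, 24 nM final in well | Compound dosing: One dose per compound, pinned | Schedule: 1 h adhesion, overnight exposure | Measured by: Fluorescence at 485 nm excitation, 525 nm emission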
SIRT5 block – SIRT5 desuccinylase inhibitors, primary screen, biochemical, fluorescence imaging, single point, set 5; hit rate 1.1% among 330,000; Purified SirT5, succinyl-peptide AMC, trypsin-coupled fluorescence; inhibition, % at 15 µM; in the data active = inhibition above about 15%
Target sequence (Q9NXA8 whole entry, looked up): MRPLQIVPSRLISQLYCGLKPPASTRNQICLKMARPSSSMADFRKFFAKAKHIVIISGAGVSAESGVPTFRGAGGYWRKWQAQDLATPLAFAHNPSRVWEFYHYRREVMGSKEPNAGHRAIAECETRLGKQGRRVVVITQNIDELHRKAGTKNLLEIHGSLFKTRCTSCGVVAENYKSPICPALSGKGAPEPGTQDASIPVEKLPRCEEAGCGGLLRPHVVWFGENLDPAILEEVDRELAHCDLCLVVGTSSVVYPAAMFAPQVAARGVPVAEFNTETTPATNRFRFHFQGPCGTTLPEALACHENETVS
C2C12 statin – suppressors of statin myotoxicity in C2C12 myotubes, primary screen, cell-based, single point, plate reader | rescue of ATP level, % at 7.49 µM | C2C12 myotubes + simvastatin, ATP luminescence, 48 h; scaled: DMSO 0, geranylgeraniol control 100 | hit rate 0.78% among 330,000;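 active = mean ATP rescue above about 67%, or every replicate alone reaching that limit, limit read from the data, passing the limit was not always enough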;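 also: myotubes were challenged with 10 µM simvastatin during compound exposure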
Casp6 inh – human caspase-6 inhibitors, primary screen, biochemical, VEID-R110 fluorescence, single point, set 2; P55212; purified caspase-6, Z-VEID-R110 cleavage fluorescence; inhibition, % at 12.5 µM; hit rate 0.53% among 350,000;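 active = mean inhibition across replicates at least about 35%, with every replicate also reaching that limit, limit read from the data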;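 also: 0% = median of neutral control wells and 100% = no fluorescence left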
Target sequence (P55212 24-179 limits assumed): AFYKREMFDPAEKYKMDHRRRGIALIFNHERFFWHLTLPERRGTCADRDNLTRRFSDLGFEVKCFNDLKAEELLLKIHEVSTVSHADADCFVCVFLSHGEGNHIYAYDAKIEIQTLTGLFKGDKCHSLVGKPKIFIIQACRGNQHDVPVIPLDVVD
Target sequence (P55212 194-293 limits assumed): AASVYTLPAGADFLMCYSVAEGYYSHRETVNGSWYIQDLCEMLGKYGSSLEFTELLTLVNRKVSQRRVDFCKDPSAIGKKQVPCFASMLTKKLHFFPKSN
S100A4 MyoIIA – inhibitors of S100A4-myosin IIA peptide binding, primary screen, biochemical, fluorescence polarization, TAMRA-MyoIIA peptide; inhibition, % at 10.7 µM; hit rate 0.14% among 360,000;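 active = mean inhibition of at least 70% across replicates, with every replicate also reaching that level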
Target sequence (P26447 whole entry, looked up): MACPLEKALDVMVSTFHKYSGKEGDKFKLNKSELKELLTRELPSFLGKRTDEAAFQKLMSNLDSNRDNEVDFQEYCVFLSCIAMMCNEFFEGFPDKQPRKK
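Material: S100A4 monomer protein | Medium: HEPES pH 7.2 with CaCl2, KCl, NaCl, DTT, Triton | Reagent: Labelled myosin peptide probe, 5 nM | Doses: One dose per compound | Times: 5 min incubation before reading | Benchmarks: Neutral control DMSO, positive control TFP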
* hit, by the source's call; · = no result given. These rows are one share of the data. The share of hits here may be higher or lower than overall.

SMILES	LGR2 antag	esBAF inh	FN deposit inh	SIRT5 block	C2C12 statin	Casp6 inh	S100A4 MyoIIA
COc1ccc(Cl)cc1N(CC(=O)Nc1cccc(SC)c1)S(C)(=O)=O	-2	-2	·	5	28	3	-4
CSc1ccc(CN2CCCC(CO)(Cc3ccccc3)C2)cc1 (stereo not drawn)	1	·	13	2	·	3	-4
COc1cc([N+](=O)[O-])c(C)cc1NC(=O)c1ccc(OC)c(OC)c1	2	-5	0	·	-11	-2	1
CC12CC(c3ccccc3O1)N(C(=O)c1ccco1)C(=S)N2c1ccccc1 (stereo not drawn)	·	-3	6	·	-32	·	·
C[C@H]1CN([C@@H](C)CO)C(=O)c2cccc(NC(=O)CCCCCC(=O)Nc3ccccc3N)c2O[C@H]1CN(C)S(=O)(=O)c1cccs1	10	·	-14	6	·	2	9
CCCCNC(=S)N(CCCO)Cc1cc2cc3c(cc2[nH]c1=O)OCO3	-1	0	-1	·	9	-1	-4
O=C(NCC[C@H]1CC[C@H](NC(=O)C2CC2)[C@H](CO)O1)Nc1ccc(Cl)cc1	-11	2	-6	2	-3	-1	24
CO[C@H]1CN(C)C(=O)c2cc(NC(C)=O)ccc2OC[C@@H](C)N(CCC(F)(F)F)C[C@H]1C	-3	-2	-4	16*	5	4	2
C[C@@H]1CN([C@H](C)CO)C(=O)c2ccccc2-c2ccccc2CO[C@H]1CN(C)C(=O)Oc1ccccc1	1	6	-2	6	·	2	94*
C[C@H]1CN([C@@H](C)CO)C(=O)c2cccc(NC(=O)Nc3ccccc3)c2O[C@H]1CN(C)C(=O)Nc1ccc(C(F)(F)F)cc1	1	5	·	2	-47	-2	-1
Cc1cc(S(=O)(=O)Nc2c(NC3CCCCC3)c3ccccc3oc2=O)ccc1F	-1	4	-10	0	-14	6	5
CN(CCN1CCOCC1)Cc1nc(-c2ccccc2)no1	3	-8	3	0	-4	-1	1
Cc1ccccc1CN(C)CC(=O)NC(C)CCc1ccccc1 (stereo not drawn)	17	-8	-3	2	-7	3	-7
COc1ccc(C(C(=O)NC2CCCCC2)N(C(=O)c2snc(C(N)=O)c2N)c2ccc(OC)cc2OC)cc1 (stereo not drawn)	7	7	0	0	4	0	-8
CCN(CC)C(=O)C1CCCN(C/C(C)=C/c2ccccc2)C1 (stereo not drawn)	-24	-8	·	4	5	-5	0
COc1ccc(NC(=O)NC2CCCCCCC2)cc1	-53	53*	-1	-5	-20	3	2
O=C(CSc1nnc(-c2ccc(F)cc2)o1)NC1CCCCC1	-16	·	2	-1	·	-1	1
CC12C=CC(=O)C=C1CCC1C3CCC(O)(C(=O)CO)C3(C)CC(O)C12F (stereo not drawn)	5	·	-8	·	·	-4	2
CCCN(C)C[C@H]1Oc2ncc(-c3cccc(C(=O)N(C)C)c3)cc2C(=O)N([C@@H](C)CO)C[C@H]1C	0	0	-3	-3	15	1	-61
CCCNC(=O)N[C@@H]1CC[C@@H](CCn2cc(C3CCCC3)nn2)O[C@H]1CO	3	-2	-6	2	5	1	-6
O=C(CCN1CCN(Cc2ccccc2)CC1)Nc1cccc(Cl)c1	·	-5	-8	·	-6	·	·
CCNC(=O)[C@H]1[C@H](CO)[C@H]2Cn3c(ccc(C4=CCCCC4)c3=O)[C@@H]1N2C(=O)Cc1ccccn1	1	·	·	-24	·	-1	12
CCN(C(=O)CSc1nc2scc(-c3ccccc3)c2c(=O)n1N)C1CCS(=O)(=O)C1 (stereo not drawn)	-1	2	5	20*	15	1	17
CC(=O)NC1=NN(C(C)=O)C2(CCCCC2)S1	-3	-12	-8	·	5	·	·
CCOc1ccc(CN(C)C(C)C(=O)NCc2ccccc2)cc1 (stereo not drawn)	2	-1	0	4	10	1	2

SIRT5 block: what is marked active above.
Molecule,LGR2 antag,esBAF inh,SIRT5 block,Casp6 inh,S100A4 MyoIIA
CO[C@H]1CN(C)C(=O)c2cc(NC(C)=O)ccc2OC[C@@H](C)N(CCC(F)(F)F)C[C@H]1C,-3,-2,16*,4,2
CCN(C(=O)CSc1nc2scc(-c3ccccc3)c2c(=O)n1N)C1CCS(=O)(=O)C1 (stereo not drawn),-1,2,20*,1,17

The listing continues.
SMILES	LGR2 antag	esBAF inh	FN deposit inh	SIRT5 block	C2C12 statin	Casp6 inh	S100A4 MyoIIA
Cc1noc(C)c1S(=O)(=O)N(C)C[C@@H]1OCCCC[C@@H](C)Oc2ccc(NC(=O)Nc3ccc(C(F)(F)F)cc3)cc2C(=O)N([C@H](C)CO)C[C@H]1C	-2	8	·	5	·	1	-8
COc1ccc(-n2nnnc2SCC(=O)N2CCCC2=O)cc1	-5	-4	-2	-4	-1	1	-4
O=C(CSc1nnnn1-c1ccccc1)N1CCNC1=O	-19	4	-14	14	-3	1	4
O=C(CN(Cc1ccccc1)S(=O)(=O)c1ccc(Cl)cc1)NCC1CCCO1 (stereo not drawn)	-8	-5	1	-2	14	0	2
O=C(CNC(=S)NC(=O)c1ccc(Cl)cc1)c1ccccc1	·	·	6	·	·	0	3
COC(=O)[C@]12CCCCC=C1N(CCC1=CCCCC1)C(=O)[C@H](CC(=O)N1CCCCC1)C2	-14	·	1	-1	·	1	-3
Cc1cc(NC(=O)Nc2ccc(F)cc2F)n(C)n1	3	·	6	-1	·	3	-2
O=C(Nc1ccc2c(c1)OCO2)N[C@@H]1CC[C@@H](CCNC(=O)C2CC2)O[C@@H]1CO	-2	1	-7	-1	-9	0	1
C[C@@H]1CN([C@H](C)CO)C(=O)c2cc(-c3ccc(C#N)cc3)cnc2O[C@@H]1CN(C)CC1CC1	0	-2	·	·	16	·	·
CSc1ccc(OC2(C)CCN(Cc3ccc4c(c3)OCCO4)C2)cc1 (stereo not drawn)	-9	-4	2	·	2	-1	2
COC(=O)/C(C#N)=C/c1ccc(C)o1	17	-3	0	1	0	·	-1
COc1ccccc1NC(=O)Nc1ccc2c(c1)C(=O)N(C)C[C@@H](OC)[C@@H](C)CN[C@@H](C)CO2	-2	-6	·	2	-6	·	·
O=C(O)C[C@@H]1CC[C@@H](NC(=O)Nc2cc(F)ccc2F)[C@H](CO)O1	-2	0	·	-1	2	1	-5
C[C@H]1CN([C@@H](C)CO)C(=O)Cc2cc(NC(=O)Nc3cccc4ccccc34)ccc2O[C@@H]1CN(C)Cc1ccc(-c2ccccc2)cc1	10	-3	·	1	54	1	6
Cc1cc(C(=O)CN2C(=O)C(=O)N(CC(C)C)C2=O)c(C)n1-c1ccccc1F	-25	·	4	0	·	3	-2
Cc1cc(NC(=O)CSc2cn(CC(=O)N(C(C)C)C(C)C)c3ccccc23)no1	-13	-1	3	2	-3	7	3
COc1ccc(C#Cc2ccc([C@@H]3[C@H]4CN(C(=O)c5ccccc5)CC(=O)N4[C@H]3CO)cc2)cc1	12	·	·	0	·	2	14
CC1(C)CN(CCc2ccccc2)C(=O)[C@H]1CC(=O)Nc1ccc(Br)cc1	12	-6	9	-12	1	1	-3
CN1[C@@H]2c3ccc(-c4ccc(F)cc4)c(=O)n3C[C@H]1[C@H](CO)[C@H]2C(=O)NC1CCCCC1	-12	-3	7	5	-7	4	1
O=C(NNC(=O)c1c(F)cccc1F)c1ccccc1-n1cccc1	-2	·	2	-2	·	1	17
C[C@@H]1CN([C@H](C)CO)C(=O)c2cc(NC(=O)Nc3cccc4ccccc34)ccc2O[C@@H](C)CCCCO[C@H]1CN(C)S(C)(=O)=O	0	·	·	6	·	0	9
COc1ccccc1N1CCN(C(=O)CN(c2ccccc2OC)S(=O)(=O)c2ccccc2)CC1	·	5	5	·	3	·	·
Cc1ccc(NC(=O)C2C3CCCC2C3c2ccccc2)c(C)c1 (stereo not drawn)	7	·	-3	-3	·	-1	42
COc1ccc(OC)c(NC(=S)N(CCc2c(C)[nH]c3ccc(C)cc23)Cc2cccs2)c1	·	2	-7	1	-7	-1	-2
O=C(Nc1ccccc1F)Nc1cccc2ccc(O)cc12	-5	25	-5	-5	-20	8	3
Later entries
SMILES	LGR2 antag	esBAF inh	FN deposit inh	SIRT5 block	C2C12 statin	Casp6 inh	S100A4 MyoIIA
CCOc1ccccc1C=C1SC(=S)NC1=O	13	·	-4	-2	-27	-1	-5
O=C(c1ccccc1F)N1CC2(C1)[C@H](c1ccccc1)[C@@H](CO)N2CC1CCOCC1	11	·	7	3	·	-1	1
COCc1cc(C)nc2sc(C(=O)Nc3ccc(C(=O)OC)cc3)c(N)c12	-19	15	6	2	-12	4	-2
CCC(C)NCCOCCSc1ccc(Cl)cc1 (stereo not drawn)	·	-8	6	·	-3	·	·
Cc1c(CC(=O)O)c(=O)oc2cc(OCc3ccc(F)cc3F)ccc12	-13	20	3	-39	15	9	-7
Cc1ccc(C(=O)OCC(=O)NCCN2C(=O)CSC2=O)cc1	2	·	-5	2	·	-3	18
CC(=O)c1cnc(Nc2ccc(C)cc2)s1	-85	·	-13	1	·	-1	-2
COc1ccc(NC(=O)N(C)C[C@H]2Oc3ccc(NS(=O)(=O)c4ccccc4)cc3CC(=O)N([C@@H](C)CO)C[C@@H]2C)cc1	-13	0	·	-1	-1	2	-6
COc1ccc(C(=O)N(c2ccc(C)cc2)C2C=CS(=O)(=O)C2)cc1OC (stereo not drawn)	9	-2	·	2	5	2	0
CC(=O)Nc1ccc(NC(=O)c2cc([N+](=O)[O-])cc([N+](=O)[O-])c2)cc1	-6	4	-3	-5	4	4	-14
Cc1nnc2c(N3CCN(C(=O)c4ccco4)CC3)nc3ccccc3n12	-5	-8	-1	-1	13	-1	6
CCCC(=O)N1CC2(CN(Cc3nccs3)C2)c2c([nH]c3cc(OC)ccc23)[C@@H]1CO	-6	·	-11	2	·	-3	-1
CNC(=O)C[C@H]1CC[C@H]2[C@H](COc3ccc(NC(=O)Nc4ccccc4OC)cc3C(=O)N2C)O1	-6	2	-3	7	19	-2	15
Cc1ccc(NC(=O)COC(=O)C2CCN(c3ccc(C(F)(F)F)cn3)CC2)cc1	25	9	3	-1	-2	1	-4
CCOC(=O)C1CCCN(C(=O)c2ccc(CNS(=O)(=O)c3ccc(C)cc3)cc2)C1 (stereo not drawn)	5	·	3	-1	·	0	-3
Cc1ccc(C)c(NS(=O)(=O)c2cc3c4c(c2)CC(=O)N4CCC3)c1	8	-1	9	-4	7	4	2
CC(=O)c1cccc(NC(=O)N2CCCC2C(=O)NCCc2ccccc2)c1 (stereo not drawn)	·	1	3	·	-9	·	·
O=c1cc(-c2ccccc2)nc(Cc2c(Cl)cccc2Cl)[nH]1	14	2	0	-2	18	0	13

Reprinted at random: 6 records from the list.
SMILES	LGR2 antag	esBAF inh	FN deposit inh	SIRT5 block	C2C12 statin	Casp6 inh	S100A4 MyoIIA
O=c1cc(-c2ccccc2)nc(Cc2c(Cl)cccc2Cl)[nH]1	14	2	0	-2	18	0	13
Cc1ccc(NC(=O)COC(=O)C2CCN(c3ccc(C(F)(F)F)cn3)CC2)cc1	25	9	3	-1	-2	1	-4
COc1ccc(C(=O)N(c2ccc(C)cc2)C2C=CS(=O)(=O)C2)cc1OC (stereo not drawn)	9	-2	·	2	5	2	0
CCCC(=O)N1CC2(CN(Cc3nccs3)C2)c2c([nH]c3cc(OC)ccc23)[C@@H]1CO	-6	·	-11	2	·	-3	-1
CCOC(=O)C1CCCN(C(=O)c2ccc(CNS(=O)(=O)c3ccc(C)cc3)cc2)C1 (stereo not drawn)	5	·	3	-1	·	0	-3
CCC(C)NCCOCCSc1ccc(Cl)cc1 (stereo not drawn)	·	-8	6	·	-3	·	·
